# NR5A2 inv ag: LRH-1 (NR5A2) inverse agonists, primary screen, cell-based, luminescence, HEK293T, StAR-luciferase reporter. LRH-1 transfected, 24 h. inhibition, % at 3.6 µM. 0.13% of 360,000 active. Nuclear receptor subfamily 5 group A member 2 (Homo sapiens), O00482;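 active = inhibition above the mean inhibition of all tested compounds plus 3 SD, cut at about 73% in these data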;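 also: 0% = DMSO wells and 100% = reporter-only cells lacking LRH-1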
# TLR9-MyD88 inh: inhibitors of TLR9-MyD88 association in cells, primary screen, cell-based, CHO, BLA complementation, fluorescence. Toll-like receptor 9 (Homo sapiens) + Myeloid differentiation primary response protein …. inhibition, % at 4.98 µM. AID 504734, 2011. CCF4 FRET ratio. 0.21% of 340,000 active;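 active = inhibition above the mean over all tested compounds plus 3 SD, cut at about 21% in these data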;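 also: 0% = DMSO only wells and 100% = clavulanate BLA inhibitor control wells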
# C8 TRAIL sens: viability loss with TRAIL in NB7+C8 cells, primary screen, TRAIL sensitizer project, cell-based, ATPlite luminescence | 1% of 360,000 active | AID 624354, 2012 | inhibition (viability loss, TRAIL sensitization), % at 10 µM;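 active = compounds causing at least 50% loss of cell viability in the single-dose screen, relative to plate controls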
# TROY signal inh: inhibitors of TROY-driven NF-kB signaling, primary screen, Q293 LMP1-TROYcd cells, NF-kB luciferase, uHTS | 0.98% of 360,000 active | Q293 LMP1-TROYcd NF-kB luciferase reporter, 4 h | AID 1347056, 2019 | inhibition, % at 10 µM;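 active = compounds whose plate-normalised and pattern-corrected inhibition of the luciferase reporter signal at the single screening dose is 50% or more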
# Vif imaging: HIV Vif self-association inhibitors, primary screen, imaging, HEK293T, single point. HEK293T cells, Vif self-association by quenched fluorescence, 24 h. inhibition, % at 7.49 µM. 0.35% of 340,000 active; in the data active = inhibition above about 50%, passing the limit was not always enough; also: some results filed as inactive read as strong as hits
# NR2F2 inh: NR2F2 transcriptional activity inhibitors, primary screen, cell-based, luciferase reporter, HEK293T, luminescence. COUP transcription factor 2 (Homo sapiens), P24468. inhibition, % at 8.6 µM. HEK293T NGFI-A luciferase reporter. AID 686940, 2013. 0.7% of 370,000 active;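 active = inhibition above a per-plate cutoff, mean inhibition of test wells between control levels plus 3 SD, cut at about 38% in these data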;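 also: cells cotransfected with COUP-TFII expression vector driving the NGFI-A reporter; 0% = median of COUP-TF2 test wells and 100% = reporter-only cells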
# NCOA1 inh: SRC1 coactivator transcriptional activity inhibitors, primary screen, cell-based, luminescence; 0.12% of 360,000 active; AID 588354, 2011; HEK293 GAL4-SRC1 luciferase reporter; Nuclear receptor coactivator 1 (Homo sapiens), Q15788; inhibition, % at 3.6 µM;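 active = inhibition above the campaign mean plus 3 SD, with each screening campaign given its own cutoff, cut at about 60% in these data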;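 also: 0% = DMSO treated cells and 100% = gossypol at 36 µM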
# LMP1 NFkB inh: EBV LMP1-driven NF-kappaB luciferase reporter inhibitors, primary screen, cell-based, luminescence, single point; inhibition, % at 12.5 µM; 0.69% of 350,000 active; LMP1-induced NF-kappaB luciferase reporter cells; in the data active = inhibition above about 41%;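 also: 0% = neutral control wells and 100% = reference inhibitor control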
# NCOA2 inhibitor: inhibition of GAL4-SRC2 driven luciferase reporter, primary screen, SRC2 inhibitor project, cell-based, luminescence; Nuclear receptor coactivator 2 (Homo sapiens), Q15596; HEK293 GAL4-SRC2 luciferase reporter; inhibition, % at 9 µM; 0.17% of 370,000 active; AID 651957, 2012;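 active = inhibition above the mean inhibition of all tested compounds plus 3 SD, set per campaign, cut at about 52% in these data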;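 also: 0% = DMSO treated cells and 100% = cells given Gossypol at 36 µM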
# SRC3 inh: SRC3 coactivator transcriptional activity inhibitors, primary screen, cell-based, luminescence | Nuclear receptor coactivator 3 (Homo sapiens), Q9Y6Q9 | HEK293 GAL4-SRC3 luciferase reporter | inhibition, % at 3.6 µM | 0.17% of 360,000 active | AID 588352, 2011;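 active = inhibition above a per-campaign cutoff, the mean of all compounds plus 3 SD, cut at about 60% in these data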;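 also: 0% = DMSO-treated cells and 100% = gossypol-treated cells at 36 µM; higher means less SRC3-driven luciferase light from the GAL4 reporter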
# NOD2-RIPK2 inh: NOD2-RIPK2 binding disruptors in cells, primary screen, fluorescence, CHO cells, BLA complementation | Receptor-interacting serine/threonine-protein kinase 2 (Homo sapiens), O43353 | CCF4 ratio | inhibition, % at 4.98 µM | 0.38% of 360,000 active | AID 624267, 2012; in the data active = inhibition above about 21%;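 also: 0% = vehicle only and 100% = reference blocker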
# Active calls of the source: *; · = no result given. Not all compounds are listed; rates above refer to the full screens.
SMILES,NR5A2 inv ag,TLR9-MyD88 inh,C8 TRAIL sens,TROY signal inh,Vif imaging,NR2F2 inh,NCOA1 inh,LMP1 NFkB inh,NCOA2 inhibitor,SRC3 inh,NOD2-RIPK2 inh
CCCCn1c(N)c(N(CC(C)C)C(=O)c2cccc(S(=O)(=O)N3CCN(C(C)=O)CC3)c2)c(=O)[nH]c1=O,3,8,0,7,-14,0,1,-1,6,8,2
CCn1nc(C)c(CN2CCC(n3nccc3NC(=O)CCCc3ccccc3)CC2)c1C,9,-1,19,3,-6,-1,8,-1,18,6,1
COc1cccc(-c2cc(C(=O)Nc3ccn(Cc4ccc(C)cc4)n3)no2)c1,-14,-8,9,7,-6,1,6,16,9,16,-7
COc1ccc(S(=O)(=O)NC(C)C)cc1C(=O)N1CCOCC1,3,-4,3,-9,-1,2,-11,-7,-15,10,-4
Cc1ccc(C(=O)CN2C(=O)C(C)Oc3ccccc32)cc1 (stereo not drawn),-26,2,-11,-41,5,8,-22,-22,-38,-31,3
Cc1c(C(=O)Nc2nc3ccccc3[nH]2)cccc1[N+](=O)[O-],-111,-1,-2,-40,-8,-29,-35,-13,-25,-53,-7
O=C(COC(=O)c1cc2ccccc2o1)c1ccccc1,0,-11,6,-55,-1,-1,1,8,-41,-2,-5
CCOC(=O)c1cnc2ccc(C)cn2c1=O,-8,0,-7,-18,-5,-2,5,-6,14,-15,-9
NC(=O)c1cc(N)ccc1N1CCCC1,10,3,6,4,10,11,0,4,-2,-32,-17
Cc1nn(-c2ccccc2)c(Cl)c1/C=N/Nc1ccc(S(=O)(=O)Nc2ccccc2C(=O)O)cc1[N+](=O)[O-],-20,-2,-1,52*,1,-13,7,0,-16,1,-1
O=C(Cn1nnc(N2CCCC2)n1)N/N=C/c1ccc(Cl)cc1,-1,-7,2,5,-1,0,2,5,10,5,-4
COc1cccc(CC(O)CC2c3c(cc4c(c3OC)OCO4)CCN2C)c1 (stereo not drawn),11,6,21,-65,-4,15,-6,12,-3,12,0
O=C(CC1OC(=O)c2ccccc21)NC1CCCCC1 (stereo not drawn),-3,6,-6,-40,·,-9,-4,-3,-25,15,1
C=CCOc1ccc2c(OC)c3ccoc3nc2c1OC,-61,4,46,-30,-6,-39,-65,-26,-97,-34,1
COC(=O)c1ccc(N=NNc2ccccc2)cc1,-76,-4,39,-76,9,-25,-108,-59,-76,-67,-1
COc1ccc(C(C(=O)NC2CCCC2)N(C(=O)Cc2cccs2)C2CC2)cc1OC (stereo not drawn),-6,7,-3,1,2,6,-10,5,-1,6,-5
CCOC(=O)C=Cc1ccc(C(=O)OCC)[nH]1,-2,5,17,-29,24,-12,-14,2,-18,-13,-7
CCCn1nc(Oc2nc(N(C)C)nc(N(C)C)n2)ccc1=O,-3,-7,-1,-15,-3,2,-7,-4,-12,1,-13
COc1ccc(-n2nc(C(=O)NCC(=O)N3CCOCC3)c3ccccc3c2=O)cc1OC,-2,-2,-20,4,5,-4,3,-8,-27,-4,-9
CCOC(=O)N1CCC(NC(=O)C2CCN(S(=O)(=O)c3cnc[nH]3)CC2)CC1,2,6,-12,6,4,7,-8,9,0,13,-6
Cc1cccc(C)c1OCc1nnc(SCC(=O)NCCc2ccccc2)o1,5,-6,30,33,-12,7,-19,-1,7,7,4
CCOc1cc(NC(=O)c2ccccn2)c(OCC)cc1NC(=O)c1cccc(C)c1,11,-3,-6,9,-11,0,8,16,-3,-7,-4
O=C(C1CCCN1S(=O)(=O)c1cccc2nsnc12)N1CCCCCC1 (stereo not drawn),-16,-2,-30,-6,6,-5,8,7,-14,13,-5
O=C(NCc1n[nH]c(=S)n1-c1cccc(Cl)c1)c1ccc(S(=O)(=O)N2CCCC2)cc1,9,10,-2,3,0,-2,-6,-1,-17,-3,-7
Cc1cccc(CCNC(=O)CCS(=O)(=O)c2ccc(Br)cc2)c1,-13,0,-4,2,-5,11,-7,-18,-7,-16,-7
# (further entries)
SMILES,NR5A2 inv ag,TLR9-MyD88 inh,C8 TRAIL sens,TROY signal inh,Vif imaging,NR2F2 inh,NCOA1 inh,LMP1 NFkB inh,NCOA2 inhibitor,SRC3 inh,NOD2-RIPK2 inh
OC1(c2ccc(F)cc2)CCN(Cc2nnnn2Cc2cccs2)CC1,9,-6,-1,17,14,5,0,7,24,-11,-6
Cc1cc(F)ccc1S(=O)(=O)NCC1CC2CCC1C2 (stereo not drawn),5,1,7,4,-5,2,8,-3,-17,-5,-5
O=C(CCc1ccccc1)Nc1cc2c3c(c1)CC(=O)N3CCC2,-2,3,-23,-31,-14,-18,-55,3,-35,8,4
CCCCC1CC2=C(C(=O)OC(C)(C)O2)C(c2ccc(F)cc2)O1 (stereo not drawn),10,·,9,8,·,17,-1,·,31,2,-2
CCN(CC(=O)NCc1ccc(Cl)cc1)C(=O)CN1C(=O)NC(C)(c2ccccc2)C1=O (stereo not drawn),2,2,3,-25,2,-20,-1,-1,-16,11,-12
CS(=O)(=O)Nc1ccc(C2=NN(S(C)(=O)=O)C(c3ccccc3)C2)cc1 (stereo not drawn),-5,-9,-1,-26,1,-23,-27,66*,-73,-7,-2
COC(=O)c1ccc2c(c1)C(=O)/C(=C/c1ccc(O)cc1)O2,17,14,21,-68,-6,-10,-38,-3,-41,-29,2
CCOc1ccc(Oc2ccc(NS(=O)(=O)c3cc(C(=O)O)ccc3Cl)cc2)cc1,-21,-1,9,-4,-3,-7,-11,-7,12,-42,-7
c1ccc2c(c1)nc1n2CCN1CCNC1CCCCC1,6,-8,4,-5,3,1,3,8,-6,10,5
O=C(OCC(=O)c1ccco1)c1ccc2ncsc2c1,-30,2,-10,-14,13,-6,3,8,16,4,9
O=C(CCC(=O)Nc1ccccc1)NCCO,9,-9,-17,3,3,-12,-3,-5,7,3,-11
Cc1nc(Nc2ccc(Cl)cc2Cl)sc1C(=O)Nc1ccccc1,8,1,-1,30,13,5,16,3,4,16,-1
Cc1onc(-c2c(F)cccc2Cl)c1C(=O)Nc1sc2c(c1C(N)=O)CCC2,0,0,21,19,-6,7,10,3,-16,9,-9
COc1ccc2[nH]c3c(=O)n(CCCCC(=O)NCCC(C)C)c(=S)[nH]c3c2c1,5,8,-9,-5,6,6,-1,-10,19,2,-11
CC(C)(C)c1ccc(C(=O)Nc2ccc3c(c2)C(=O)NC3=O)cc1,-9,-8,33,-14,8,-6,7,9,13,-7,1
Cc1ccc(-c2cc(-c3ccccc3)nc(Cl)n2)cc1,9,4,-15,-35,4,-6,-26,-8,-30,-10,-1
CN1OC[C@@H]2CN(C(=O)C(C)(C)C)[C@H](c3cccc(Oc4ccccc4)c3)C[C@@H]21,31,-11,3,-9,·,-9,4,1,2,-22,-2
Cc1ccnc(NC(=O)c2cccc3ccccc23)c1,-54,-4,10,-24,·,-18,-46,-12,-20,-50,7
CCC(=O)OC1(C(=O)CCl)[C@@H](C)C[C@H]2[C@@H]3CCC4=CC(=O)C=C[C@]4(C)[C@@]3(F)[C@@H](O)C[C@@]21C (stereo partly drawn),12,0,-4,17,-5,-18,0,2,-21,-46,-8
O=C(NCc1ccco1)Nc1ccc2snnc2c1,-3,0,-13,-15,-6,-9,-2,-3,-17,2,-8
CS(=O)(=O)N(CC(=O)Nc1ccccc1Br)Cc1ccccc1,-3,-5,23,5,-6,27,-12,-2,-17,-10,1
Nc1ccc(C(=O)O)cc1S(=O)(=O)O,14,2,-9,5,-3,-12,-16,-8,14,-2,9
CN(c1ccccc1)c1nc(N2CCCC2)nc(-n2ccnc2)n1,-7,2,12,-18,·,-2,5,1,-17,3,-5
O=C1C[C@@H]2c3c(cccc3CN1Cc1ccc(F)cc1)C[C@@H](O)[C@H]2O,10,-4,-18,-4,-4,0,1,-3,-21,0,6
COc1ccc(OC)c(/C=C/c2c([N+](=O)[O-])c(=O)n(C)c(=O)n2C)c1,-6,-6,-4,-3,7,13,-6,-2,0,-2,3
CC(C)c1ccc(CC(=O)N2CCC2(C)C(=O)NS(=O)(=O)c2cccc(C#N)c2)cc1 (stereo not drawn),1,·,18,-8,-2,11,-7,·,-28,14,0

# Quoted at random: two compounds from above
SMILES,NR5A2 inv ag,TLR9-MyD88 inh,C8 TRAIL sens,TROY signal inh,Vif imaging,NR2F2 inh,NCOA1 inh,LMP1 NFkB inh,NCOA2 inhibitor,SRC3 inh,NOD2-RIPK2 inh
CCN(CC(=O)NCc1ccc(Cl)cc1)C(=O)CN1C(=O)NC(C)(c2ccccc2)C1=O (stereo not drawn),2,2,3,-25,2,-20,-1,-1,-16,11,-12
O=C(NCc1ccco1)Nc1ccc2snnc2c1,-3,0,-13,-15,-6,-9,-2,-3,-17,2,-8

# Gathered by group: the entries above with a Cl atom.
SMILES,NR5A2 inv ag,TLR9-MyD88 inh,C8 TRAIL sens,TROY signal inh,Vif imaging,NR2F2 inh,NCOA1 inh,LMP1 NFkB inh,NCOA2 inhibitor,SRC3 inh,NOD2-RIPK2 inh
Cc1nn(-c2ccccc2)c(Cl)c1/C=N/Nc1ccc(S(=O)(=O)Nc2ccccc2C(=O)O)cc1[N+](=O)[O-],-20,-2,-1,52*,1,-13,7,0,-16,1,-1
O=C(Cn1nnc(N2CCCC2)n1)N/N=C/c1ccc(Cl)cc1,-1,-7,2,5,-1,0,2,5,10,5,-4
O=C(NCc1n[nH]c(=S)n1-c1cccc(Cl)c1)c1ccc(S(=O)(=O)N2CCCC2)cc1,9,10,-2,3,0,-2,-6,-1,-17,-3,-7
CCN(CC(=O)NCc1ccc(Cl)cc1)C(=O)CN1C(=O)NC(C)(c2ccccc2)C1=O (stereo not drawn),2,2,3,-25,2,-20,-1,-1,-16,11,-12
CCOc1ccc(Oc2ccc(NS(=O)(=O)c3cc(C(=O)O)ccc3Cl)cc2)cc1,-21,-1,9,-4,-3,-7,-11,-7,12,-42,-7
Cc1nc(Nc2ccc(Cl)cc2Cl)sc1C(=O)Nc1ccccc1,8,1,-1,30,13,5,16,3,4,16,-1
Cc1onc(-c2c(F)cccc2Cl)c1C(=O)Nc1sc2c(c1C(N)=O)CCC2,0,0,21,19,-6,7,10,3,-16,9,-9
Cc1ccc(-c2cc(-c3ccccc3)nc(Cl)n2)cc1,9,4,-15,-35,4,-6,-26,-8,-30,-10,-1
CCC(=O)OC1(C(=O)CCl)[C@@H](C)C[C@H]2[C@@H]3CCC4=CC(=O)C=C[C@]4(C)[C@@]3(F)[C@@H](O)C[C@@]21C (stereo partly drawn),12,0,-4,17,-5,-18,0,2,-21,-46,-8

# From PubChem
